mIDH1 inhibitor: human IDH1 R132H inhibition; O75874; IDH1-R132H enzyme, NADPH consumption, diaphorase/resazurin fluorescence; Potency, µM (highest dose often 76.6 µM), for inactives: top-dose activity change, negative = inhibition, most hits filed as inhibitors; hit rate 0.093% among 390,000; AID 602179; note: potency is the fitted concentration of half-maximal effect; % is set by controls: 0 for no effect and ±100 for the full control effect; nearly all actives have a fitted effect of over 65% in size
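IDH1-R132H (0.5 ug/mL dispensed) in pH 7.5 Tris buffer was preincubated 30 min with compound, then given a substrate mix of 0.016 mM NADPH and 2 mM alpha-KG for 80 min at room temperature; remaining NADPH was read by diaphorase/resazurin fluorescence.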
TRHR PAM: allosteric enhancers of human TRH receptor; P34981; TRHR cells, fluo-8 calcium fluorescence, EC20 TRH enhancement; enhancement, % at 2 µM; hit rate 0.66% among 360,000; AID 493056; in the data active = enhancement above about 30%; note: 0% is about no effect
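TRHR-expressing cells loaded with fluo-8 calcium dye were read kinetically (ex 480/em 530) during compound addition, then stimulated with an EC20 of TRH (10 nM final). Enhancement of the Gq-mediated intracellular calcium response was scored.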
TrxR1 substrate: rat thioredoxin reductase 1 substrate activity | O89049 | purified TrxR1 substrate turnover, NADPH consumption readout | Potency, µM (titrated, usually from 114 µM), without a hit: at the top dose activity change, negative = substrate turnover | hit rate 0.01% among 390,000; note: potency is the fitted concentration of half-maximal effect; % is set by controls: 0 for no effect and ±100 for the full control effect; nearly all actives have a fitted effect of over 50% in size
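Rat TrxR1, dispensed at 90 nM, was prereduced with 400 uM NADPH (final) for 5 min at ~22 deg C, then incubated with compound 15 min before 400 uM selenite. A first-read NADPH fluorescence drop versus no-compound background flagged substrates.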
Pin1 inhibitor: inhibitors of human Pin1 | Q13526 | AID 504891 | Pin1 FP peptide displacement, HiFluor488, 10 min | hit rate 0.009% among 390,000 | Potency, µM (titrated, usually from 115 µM), inactives show at the top dose activity, negative = inhibition, usual class: inhibitors; active = well fitted inhibition curve with a large enough effect in the polarisation, with a control signal flat, not every such curve was filed as active; inconclusive = small, poorly fitted or top-dose-only effect, or effect the other way, or a change in a side signal; inactive = no such curve, though single readings can be large or run the other way; the % refers to the polarisation; note: potency is the fitted concentration of half-maximal effect; % is set by controls: 0 for no effect and ±100 for the full control effect
Target sequence (Q13526 whole entry, looked up): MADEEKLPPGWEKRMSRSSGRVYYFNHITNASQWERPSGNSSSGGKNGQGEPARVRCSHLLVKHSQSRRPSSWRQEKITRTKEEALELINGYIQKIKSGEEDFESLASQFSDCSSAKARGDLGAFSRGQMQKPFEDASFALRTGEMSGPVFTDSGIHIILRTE
D2 antagonist: antagonizes the human D2 dopamine receptor; P14416; HEK293 TREx D2 cells, calcium flux, dopamine EC80; inhibition, % at 10 µM; hit rate 2% among 340,000; in the data active = inhibition above about 30%; note: 0% is about no effect
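Measurement of antagonist activity uses fluorescent calcium dye in inducible HEK293 T-REx D2 cells: 10 s baseline, compound addition with 180 s read, EC80 dopamine addition with a further 180 s read.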
D2 agonist: agonists of human D2 dopamine receptor; P14416; HEK293 T-REx D2 cells, calcium flux agonist mode; activation, % at 2 µM; hit rate 0.53% among 340,000; AID 485358;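 active = activation over 3 SD above normal in the single-dose calcium agonist read, cut at about 30% in these data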; note: 0% is about no effect
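Calcium-flux readout, 1 cycle/sec over 180 s following compound pin transfer, in inducible HEK293 Trex D2 cells (force-coupled); dopamine controls included. Positive calcium responses during this window marked compounds as potential agonists.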
TRHR ag: activates the human TRH receptor; TRHR cells, calcium flux fluo-8, FDSS agonist mode; activation, % at 2 µM; hit rate 0.18% among 360,000; AID 493084; in the data active = activation above about 30%; note: 0% is about no effect
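TRHR-expressing cells, plated overnight in medium with 10% serum, were loaded with fluo-8 calcium dye at room temperature. After a 10 s baseline, library compound was pin-added and calcium release was recorded kinetically (ex 480/em 530) as agonist response.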
TrxR1 inh: blocks rat thioredoxin reductase 1 | O89049 | recombinant rTrxR1, NADPH fluorescence consumption, selenite substrate | Potency, µM (top dose mostly 114 µM), for inactives: at the highest dose activity change, negative = inhibition, usual class: inhibitors | hit rate 1% among 390,000 | AID 588453; note: potency is the fitted concentration of half-maximal effect; % is set by controls: 0 for no effect and ±100 for the full control effect; nearly all actives have a fitted effect of over 65% in size
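Rat TrxR1 (90 nM in the dispensed reagent) was pre-reduced with 400 uM NADPH for 5 min at room temperature, then incubated with compound for 15 min. After 400 uM selenite was added, NADPH fluorescence (Ex 340/Em 450 nm) was followed for 8 min.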
USP1-UAF1 inh: inhibitors of human USP1/UAF1 deubiquitinase; O94782; recombinant USP1/UAF1, Ub-Rhodamine cleavage fluorescence; Potency, µM (highest dose often 57.1 µM), for inactives: top-dose activity change, negative = inhibition, hits mostly inhibitors; hit rate 0.23% among 390,000; AID 743255; note: potency is the fitted concentration of half-maximal effect; % is set by controls: 0 for no effect and ±100 for the full control effect; nearly all actives have a fitted effect of over 60% in size; inactives centre near -12
Target sequence (O94782 whole entry, looked up): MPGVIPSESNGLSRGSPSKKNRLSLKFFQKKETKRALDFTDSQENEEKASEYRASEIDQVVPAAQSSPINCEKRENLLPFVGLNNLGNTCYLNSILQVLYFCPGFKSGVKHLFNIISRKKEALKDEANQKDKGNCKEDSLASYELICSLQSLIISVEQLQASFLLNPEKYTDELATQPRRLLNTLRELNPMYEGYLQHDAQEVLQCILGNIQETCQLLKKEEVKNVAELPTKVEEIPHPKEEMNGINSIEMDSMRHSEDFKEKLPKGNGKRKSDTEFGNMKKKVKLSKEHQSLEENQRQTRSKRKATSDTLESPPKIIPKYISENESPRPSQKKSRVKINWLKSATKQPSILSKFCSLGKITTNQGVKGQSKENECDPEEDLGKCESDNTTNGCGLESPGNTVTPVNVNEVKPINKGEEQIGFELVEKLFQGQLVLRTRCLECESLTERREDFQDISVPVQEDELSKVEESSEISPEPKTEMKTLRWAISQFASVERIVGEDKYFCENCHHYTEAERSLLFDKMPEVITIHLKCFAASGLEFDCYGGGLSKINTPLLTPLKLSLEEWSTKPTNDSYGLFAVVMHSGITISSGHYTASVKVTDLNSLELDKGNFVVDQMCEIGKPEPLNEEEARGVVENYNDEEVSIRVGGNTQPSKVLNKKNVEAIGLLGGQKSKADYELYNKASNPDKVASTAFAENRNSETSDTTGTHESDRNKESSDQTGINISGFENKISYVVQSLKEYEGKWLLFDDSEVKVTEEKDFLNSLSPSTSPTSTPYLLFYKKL
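High-throughput fluorogenic screen: 1nM USP1/UAF1 complex, Ub-Rho substrate 150nM final, 50mM HEPES pH 7.8 with 0.5mM EDTA, 0.1 mg/ml BSA, 1mM TCEP and 0.01% Tween-20.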
Numbers without * were called inactive; [ ] = remark or other dose. Unless noted, calls come from the whole dose curve; as a rule, active = well fitted inhibition curve with a large enough effect; inconclusive = small, poorly fitted or top-dose-only effect; inactive = no such curve, though single readings can be large or run the other way. The list is partial, so the mix of outcomes need not match the whole.

Screening CCCCn1cnc2c1c(=O)n(C)c(=O)n2C returned mIDH1 inhibitor 1%, TRHR PAM -9, TrxR1 substrate -5%, Pin1 inhibitor -11%, D2 antagonist -4, D2 agonist 0.3, TRHR ag 0.3, TrxR1 inh 7% and USP1-UAF1 inh -1%.
`O=c1sc2ccccc2c(=O)n1Cc1ccccc1F` gave mIDH1 inhibitor -3%, TRHR PAM 8, TrxR1 substrate 3%, Pin1 inhibitor -1%, D2 antagonist 2, D2 agonist 0.5, TRHR ag -0.8, TrxR1 inh 10% and USP1-UAF1 inh -8%.
Screening Cc1ccc(S(=O)(=O)N2CCCC(c3nc(-c4ccc(C)o4)no3)C2)cc1 (stereo not given) returned mIDH1 inhibitor 3%, TRHR PAM 10, TrxR1 substrate -10%, Pin1 inhibitor 24%, D2 antagonist 15, D2 agonist 0.1, TRHR ag 0.3, TrxR1 inh -11% and USP1-UAF1 inh 10%.
`CCCOc1ccc(NC(=O)CCC(=O)NC(C)c2ccccc2)cc1` (stereo not given) gave mIDH1 inhibitor -4%, TRHR PAM 5, TrxR1 substrate 0%, Pin1 inhibitor 2%, D2 antagonist 2, D2 agonist -0.7, TRHR ag -1.2, TrxR1 inh 13% and USP1-UAF1 inh -12%.
CCN(CC)CCNC(=O)c1ccc2c(=O)n3nc(Nc4ccccc4)sc3nc2c1 was read as mIDH1 inhibitor 29%, TRHR PAM -5, TrxR1 substrate -3%[57.1 µM], Pin1 inhibitor inconclusive, TRHR ag 0.0, TrxR1 inh 15%[57.1 µM] and USP1-UAF1 inh -24%.
For Cc1ccc(-c2onc(C)c2C)cc1S(=O)(=O)N1CCN(c2ccccc2F)CC1 the results were mIDH1 inhibitor 12%, TRHR PAM 3, TrxR1 substrate -1%[57.1 µM], Pin1 inhibitor -2%, D2 agonist 0.1, TRHR ag 0.4, TrxR1 inh 4%[57.1 µM] and USP1-UAF1 inh 13%.
`COc1ccc(C(=O)NNC(=S)NC2CCCCC2)cc1OC` gave mIDH1 inhibitor 1%, TRHR PAM -10, TrxR1 substrate -6%, Pin1 inhibitor -11%, D2 antagonist -6, D2 agonist 1.4, TRHR ag 0.8, TrxR1 inh 12% and USP1-UAF1 inh -11%.
For CC(C)(C)C(=O)N1CCN(c2nc3ccccc3s2)CC1 the results were mIDH1 inhibitor 3%, TRHR PAM 7, TrxR1 substrate -3%, Pin1 inhibitor -8%, D2 antagonist 5, D2 agonist -0.6, TRHR ag 0.5, TrxR1 inh 4% and USP1-UAF1 inh -6%.
CCOC(=O)C1CCN(c2nnc(N3CCCC3=O)s2)CC1 was read as mIDH1 inhibitor 3%, TRHR PAM 2, TrxR1 substrate -4%, Pin1 inhibitor -2%, D2 antagonist -9, D2 agonist -0.3, TRHR ag 1.2, TrxR1 inh -4% and USP1-UAF1 inh -9%.
For CCOC(=O)c1cc(-c2ccccc2)n(-c2cccc(C(=O)Nc3cc(OC)cc(OC)c3)c2)c1C the results were mIDH1 inhibitor -7%, TRHR PAM 3, TrxR1 substrate 3%[57.1 µM], Pin1 inhibitor 0%, D2 agonist -0.9, TRHR ag 0.9, TrxR1 inh 25%[57.1 µM] and USP1-UAF1 inh -10%.
For CC1CN(C(=O)/C=C/c2ccccc2Cl)CC(C)O1 (stereo not given) the results were mIDH1 inhibitor 0%, TRHR PAM 0, TrxR1 substrate 4%, Pin1 inhibitor -2%, D2 antagonist 2, D2 agonist 0.2, TRHR ag -0.6, TrxR1 inh 28% and USP1-UAF1 inh -20%.
COC(C(=O)Nc1ccc(F)cc1)c1ccccc1 (stereo not given) was read as mIDH1 inhibitor 4%, TRHR PAM -7, TrxR1 substrate 9%, Pin1 inhibitor 0%, D2 antagonist 27, D2 agonist 0.7, TRHR ag 0.1, TrxR1 inh 19% and USP1-UAF1 inh -6%.
Screening CCOC(=O)c1ccc(NC(=O)CSc2c(C(C)C)cnc3c2c(=O)n(C)c(=O)n3C)cc1 returned mIDH1 inhibitor -6%, TRHR PAM 2, TrxR1 substrate -4%[57.1 µM], Pin1 inhibitor 3%, D2 agonist 0.3, TRHR ag 0.2, TrxR1 inh 2%[57.1 µM] and USP1-UAF1 inh -9%.
CCOC(=O)c1c(-n2cccc2)sc2c1CCCC2=O was read as mIDH1 inhibitor 1%, TRHR PAM -5, TrxR1 substrate 3%, Pin1 inhibitor -1%, D2 antagonist -6, D2 agonist -1.2, TRHR ag -0.6, TrxR1 inh -2% and USP1-UAF1 inh -18%.
`Cc1cccc(Cn2c(C)nc3ccc([N+](=O)[O-])cc3c2=O)c1` gave mIDH1 inhibitor -8%, TRHR PAM -14, TrxR1 substrate 2%, Pin1 inhibitor 6%, D2 antagonist -1, D2 agonist -0.2, TRHR ag 0.6, TrxR1 inh 28% and USP1-UAF1 inh -24%.
`Cc1coc2cc3oc(=O)c(CCC(=O)NCCCn4ccnc4)c(C)c3cc12` gave mIDH1 inhibitor 0%, TRHR PAM -3, TrxR1 substrate 12%, Pin1 inhibitor 3%, D2 antagonist 9, D2 agonist 0.8, TRHR ag -0.5, TrxR1 inh 4% and USP1-UAF1 inh -18%.
For Cc1ccnc(NC(=O)C2CCN(S(=O)(=O)c3ccc(C)c(C)c3)CC2)c1 the results were mIDH1 inhibitor 0%, TRHR PAM -3, TrxR1 substrate -5%[57.1 µM], Pin1 inhibitor -2%, D2 antagonist 7, D2 agonist -0.7, TRHR ag 0.5, TrxR1 inh 20% and USP1-UAF1 inh -19%.
COc1ccc(C2C(C(=O)NCC3CCCO3)CCC(=O)N2c2ccc3c(c2)OCO3)cc1 (stereo not given) was read as mIDH1 inhibitor -8%, TRHR PAM 0, TrxR1 substrate 11%[57.1 µM], Pin1 inhibitor 3%, D2 antagonist -1, D2 agonist 0.4, TRHR ag 0.1, TrxR1 inh 12%[57.1 µM] and USP1-UAF1 inh -19%.
`COc1ccc(SC[C@H](CC(C)C)N2CCN(CCc3ccccc3)CCC2=O)cc1` gave mIDH1 inhibitor 13%, TRHR PAM -5, TrxR1 substrate -1%, Pin1 inhibitor -2%, D2 antagonist -10, D2 agonist 0.1, TRHR ag -0.1, TrxR1 inh 13%[57.1 µM] and USP1-UAF1 inh -21%.
Screening O=C(NCc1ccccc1)c1ccc2c(c1)S(=O)(=O)c1cc(Cl)ccc1C2=O returned mIDH1 inhibitor 3%, TRHR PAM -1, TrxR1 substrate 7%, Pin1 inhibitor 1%, D2 antagonist -9, D2 agonist -0.1, TRHR ag -0.5, TrxR1 inh 29% and USP1-UAF1 inh -20%.
Cc1nc2ccccc2n(CC(=O)Nc2cc(Cl)cc(Cl)c2)c1=O was read as mIDH1 inhibitor -1%, TRHR PAM 2, TrxR1 substrate 10%, Pin1 inhibitor 17%, D2 antagonist -4, D2 agonist 0.9, TRHR ag 3.5, TrxR1 inh 9% and USP1-UAF1 inh -11%.
Screening COc1ccc(/C=N/NC(=O)c2nn(-c3ccccc3)c(=O)c3c(N)scc23)cc1 returned mIDH1 inhibitor 10%, TRHR PAM 11, TrxR1 substrate -11%, D2 antagonist -2, D2 agonist -0.1, TRHR ag -0.5, TrxR1 inh -18% and USP1-UAF1 inh inconclusive.
`Cc1ccc(S(=O)(=O)CCc2nnc(NC(=O)c3ccco3)s2)cc1` gave mIDH1 inhibitor -1%, TRHR PAM 3, TrxR1 substrate -2%[57.1 µM], Pin1 inhibitor 12%, D2 antagonist 29, D2 agonist -4.5, TRHR ag 0.6, TrxR1 inh -1%[57.1 µM] and USP1-UAF1 inh -20%.
Cc1ncc(CO)c2c1Oc1nc(-c3ccc(F)cc3)nc(SCC(=O)N3CCCCC3)c1C2 was read as mIDH1 inhibitor 16%, TRHR PAM -6, TrxR1 substrate 4%, Pin1 inhibitor 2%, D2 agonist 0.6, TRHR ag 0.2, TrxR1 inh -1% and USP1-UAF1 inh 15%.
Cc1ccc2c(c1)C1(OCCCO1)C(=O)N2 was read as mIDH1 inhibitor 11%, TRHR PAM 3, TrxR1 substrate -8%, Pin1 inhibitor 0%, D2 antagonist -7, D2 agonist 0.7, TRHR ag 1.3, TrxR1 inh 17%[57.1 µM] and USP1-UAF1 inh -15%.
For C/C(=N\NC(=O)c1cccc2ccccc12)c1cccnc1 the results were mIDH1 inhibitor -11%, TRHR PAM -4, TrxR1 substrate -1%, Pin1 inhibitor 3%, D2 antagonist 1, D2 agonist 0.2, TRHR ag 0.0, TrxR1 inh -5% and USP1-UAF1 inh -9%.
O=C(Cn1cnc2ccccc2c1=O)NNC(=O)c1cccc([N+](=O)[O-])c1 was read as mIDH1 inhibitor -6%, TRHR PAM 3, TrxR1 substrate 0%, Pin1 inhibitor 1%, D2 antagonist 8, D2 agonist 0.5, TRHR ag 1.1, TrxR1 inh 7% and USP1-UAF1 inh -11%.
Screening COc1ccc(-c2c(C)oc3c(CN4CCOCC4)c(O)ccc3c2=O)cc1OC returned mIDH1 inhibitor 7%, TRHR PAM 10, TrxR1 substrate 36%[activator], Pin1 inhibitor 0%, D2 antagonist 13, D2 agonist -0.4, TRHR ag 1.0, TrxR1 inh 12% and USP1-UAF1 inh -4%.
`COc1ccc(OC)c(/C=N/n2c(COc3ccccc3)n[nH]c2=S)c1` gave mIDH1 inhibitor 4%, TRHR PAM -2, TrxR1 substrate 1%, Pin1 inhibitor 1%, D2 antagonist -10, D2 agonist -0.4, TRHR ag -0.1, TrxR1 inh 1% and USP1-UAF1 inh -4%.
For CCOc1ccc(CCNC(=O)c2cccc(S(=O)(=O)N3CCN(C(C)=O)CC3)c2)cc1OCC the results were mIDH1 inhibitor 0%, TRHR PAM 8, TrxR1 substrate 1%, Pin1 inhibitor 4%, D2 antagonist -1, D2 agonist -1.1, TRHR ag -0.1, TrxR1 inh -5% and USP1-UAF1 inh -8%.
